Pf growth 48h: inhibits P. falciparum growth in the first generation, 48 h; P. falciparum luciferase growth in erythrocytes, 48 h; Potency, µM (top dose mostly 28.7 µM), without a hit: at the highest dose activity change, negative = inhibition, most hits filed as inhibitors; 310,000 tested, 5.9% active; AID 504832
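Cell-based growth assay: transgenic P. falciparum expressing firefly luciferase, cultured in red cells within RPMI 1640 containing 0.5% w/v Albumax, 24 mM bicarbonate and gentamycin. A drop in luciferase activity indicates inhibition.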
Sm TGR inh: S. mansoni TGR enzyme inhibition | Potency, µM (highest dose often 114 µM), inactives show at the highest dose activity change, negative = inhibition, usual class: inhibitors | 360,000 tested, 3% active | purified TGR, DTNB reduction, TNB absorbance 405 nm; further: nearly all actives have a fitted effect of over 60% in size
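Kinetic colorimetric format: TGR-catalysed, NADPH-driven DTNB reduction monitored via TNB absorbance. Enzyme dispensed at 20 nM; compound exposure 15 min at room temperature before reaction start.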
LmPK inhibitor: inhibitors of Leishmania mexicana pyruvate kinase | Q27686 | purified LmPK, Kinase-Glo ATP luminescence, 1 h | Potency, µM (series often up to 57.5 µM), inactives show top-dose activity change, negative = inhibition, actives largely listed as inhibitors | 290,000 tested, 0.37% active | AID 1721
Target sequence (Q27686 whole entry, looked up): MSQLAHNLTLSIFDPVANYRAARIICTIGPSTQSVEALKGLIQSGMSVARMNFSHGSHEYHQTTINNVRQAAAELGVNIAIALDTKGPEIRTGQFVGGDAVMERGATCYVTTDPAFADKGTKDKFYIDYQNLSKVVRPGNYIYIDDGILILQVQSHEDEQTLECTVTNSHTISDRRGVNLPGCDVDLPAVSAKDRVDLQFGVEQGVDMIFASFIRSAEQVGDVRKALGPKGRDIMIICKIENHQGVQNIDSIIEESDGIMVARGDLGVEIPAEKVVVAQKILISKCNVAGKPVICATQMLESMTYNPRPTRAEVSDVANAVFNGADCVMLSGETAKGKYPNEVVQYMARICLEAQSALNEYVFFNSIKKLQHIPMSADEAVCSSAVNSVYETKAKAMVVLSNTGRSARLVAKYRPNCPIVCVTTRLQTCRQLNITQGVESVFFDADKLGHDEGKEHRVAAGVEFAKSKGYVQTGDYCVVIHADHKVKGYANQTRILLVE
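Purified LmPK (0.1 nM) with 0.5 mM PEP and 0.1 mM ADP in imidazole buffer pH 7.2 with MgCl2/KCl, 1 h at room temperature. ATP formed was read by luciferase luminescence and normalized to no-enzyme and uninhibited controls.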
TbPYK inhibitor: blocks Trypanosoma brucei pyruvate kinase. Q57TT1. TbPYK enzyme, Kinase-Glo Plus ATP luminescence, 45 min. Potency, µM (doses to about 76.8 µM), without a hit: top-dose activity, negative = inhibition, usual class: inhibitors. 410,000 tested, 0.12% active; further: nearly all actives have a fitted effect of over 50% in size
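TbPYK + substrate in 50 mM TEA pH 7.2, 100 mM KCl, 10 mM MgCl2, 0.05% BSA, 0.01% Tween-20; cpd pinned; ADP 130 uM final; 45 min RT; Kinase-Glo Plus 10 min; luminescence endpoint.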
HCV inh: HCV inhibition; 340,000 tested, 3.4% active; Huh7.5.1 HCVcc-Cre infection, luciferase reporter, 44 h; Potency, µM (doses to about 41.8 µM), inactives show top-dose activity change, negative = inhibition, hits mostly inhibitors; AID 651820
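Infectious HCV cell culture screen: compound-treated cells (1,000/well, pre-plated 4 h) are infected with HCVcc-Cre at roughly 0.5 moi and grown 44 h. Infection is quantified by luciferase signal after 15 min substrate incubation at room temperature.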
Pf growth 96h: inhibits malaria parasite growth, 96 h; P. falciparum luciferase reporter growth, 96 h; Potency, µM (titrated, usually from 28.7 µM), for the others: at the highest dose activity change, negative = inhibition, usual class: inhibitors; 320,000 tested, 6.9% active; AID 504834
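96 h incubation, 37 C, 5% CO2, of luciferase-reporter P. falciparum-infected RBCs (2% hematocrit, 0.05% parasitemia final) with test compounds; endpoint luminescence.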
The depositor's hits bear a star; u = inconclusive; x = not tested or not shown; & = joins results of further samples; [ ] = another dose, or the depositor's remark. The call rests on the fitted dose curve; in most records, active means well fitted curve in the direction sought with a large enough effect; inconclusive means small, poorly fitted or top-dose-only effect, or another doubt; inactive means no such curve, though single readings can be large; an effect the other way counts as inactive or inconclusive. On the % scale 0 is the no-effect control and ±100 the full control effect; potency means the concentration at half of the fitted maximal effect. Outcome played no part in choosing rows; overall some 16% were active at least once.

mol,Pf growth 48h,Sm TGR inh,LmPK inhibitor,TbPYK inhibitor,HCV inh,Pf growth 96h
CC(C)CC1Nc2ncnc(N3CCCCC3)c2N(Cc2ccccc2)C1=O (configuration not stated),12µM*,-14%,x,2%,9%,u
CC(NC(=O)c1ccccc1Cl)C(=O)Nc1ccc2c(c1)OCO2 (configuration not stated),-27%,-9%,x,-11%,1%,-3%
Cn1nc(C(F)(F)F)c(C(=O)Nc2ccc(F)cc2F)c1Oc1cccc(Cl)c1,-41%,-22%,2%,1%,u,u
CCCn1c(SCCN2CCOCC2)nc2c1c(=O)n(C)c(=O)n2C,1%,-1%,4%,2%,16%,17%
O=C1COc2ccc(C(=O)COC(=O)/C=C/c3ccc(Br)o3)cc2N1,6%,-28%,x,-11%,u,20%
O=C(Nc1ccc(Cl)c(Cl)c1)N1CCSC1c1ccco1 (configuration not stated),12%,-4%,7%,-8%,u,29%
Cc1ccc2cc(C#N)c(N3CCCN(S(=O)(=O)c4ccccc4)CC3)nc2c1,-7%,-34%,9%,0%,-28%,u
Cc1ccc(OCCOCCN2CCCCC2)c([N+](=O)[O-])c1,u,x,-2%,7%,12%,-24%
CN(Cc1ccccc1)C(=O)CCS(=O)(=O)c1cc2c(cc1Cl)NC(=O)CO2,-10%,-4%,-6%,2%,23%,0%
O=C(O)C1CCCN1S(=O)(=O)c1cccc2nsnc12 (configuration not stated),36%[activator],-14%,0%,5%,8%,1%
Cc1cccc(Cl)c1NC(=S)NN,0%,-6%,-5%,-20%,2%,-12%
CCc1nc(Nc2cccc(O)c2)c2oc3ccccc3c2n1,u,-9%,0%,9%,u,u
Cc1ccc(S(=O)(=O)c2cn(Cc3ccc(F)cc3)c3cc4c(cc3c2=O)OCO4)cc1,-13%,9%,3%,2%,7%,u
Cc1cccc(NC(=O)CSc2cn[nH]n2)c1,1%,2%,-3%,3%,10%,3%
CN(C)[C@@H](CO)c1nnc([C@H](CC(=O)O)NC(=O)C2CCNCC2)o1,39%[activator],0%,3%,3%,18%,112%[activator]

The last 6 records of the section before lead into the next:
mol,Pf growth 48h,Sm TGR inh,LmPK inhibitor,TbPYK inhibitor,HCV inh,Pf growth 96h
O=C(O)C1CCCN1S(=O)(=O)c1cccc2nsnc12 (configuration not stated),36%[activator],-14%,0%,5%,8%,1%
Cc1cccc(Cl)c1NC(=S)NN,0%,-6%,-5%,-20%,2%,-12%
CCc1nc(Nc2cccc(O)c2)c2oc3ccccc3c2n1,u,-9%,0%,9%,u,u
Cc1ccc(S(=O)(=O)c2cn(Cc3ccc(F)cc3)c3cc4c(cc3c2=O)OCO4)cc1,-13%,9%,3%,2%,7%,u
Cc1cccc(NC(=O)CSc2cn[nH]n2)c1,1%,2%,-3%,3%,10%,3%
CN(C)[C@@H](CO)c1nnc([C@H](CC(=O)O)NC(=O)C2CCNCC2)o1,39%[activator],0%,3%,3%,18%,112%[activator]
CC1CCCN(C(=O)COC(=O)CNS(=O)(=O)c2ccc3ccccc3c2)C1 (configuration not stated),37%[activator],2%,x,6%,21%[8.37 µM],66%[activator]
CC1CCCC(C)N1C(=O)CSc1nnnn1-c1cccc2c1CCCC2 (configuration not stated),u,15%,8%,6%,1%,u
COc1cccc(Cl)c1NC(=O)N1CCc2c([nH]c3ccccc23)C1C(F)(F)F (configuration not stated),u,5%,-1%,0%,u,u
COc1ccc(Nc2oc(-c3ccc(OC)cc3)nc2C#N)cc1,-5%,6%,1%,2%,6%,u
CC(=O)NCCc1ccc(S(=O)(=O)N2CCCC2)cc1,4%,5%,-2%,-8%,16%,4%
CN1CCN(C(=S)NC(CC(=O)c2ccccc2)c2ccccc2)CC1 (configuration not stated),-24%,7%,-4%,-7%,-1%,u
CCOC(=O)N1C(=O)[C@@](c2ccc(Cl)cc2)(C(C)C)N1C(=O)OCC,u,11µM*,0%,5%,53%[activator],56%[activator]
CCN(CC)S(=O)(=O)c1ccc(/C=C/C(=O)Nc2ccc(Br)cc2F)cc1,12µM*,-4%,2%,-1%,2µM*,5.2µM*
O=C(Nc1nnc(SCC(=O)N2CCCc3ccccc32)s1)c1cccc2ccccc12,21%,6%,6%,-3%,12%,-2%
O=C(Nc1cccc(Cl)c1)Nc1ccccc1C(=O)NCc1ccco1,x,-26%,-21%,-2%,u,u
Cc1ccc(S(=O)(=O)CCC(=O)OCc2nnc(-c3ccccc3Br)o2)cc1,0%,-1%,x,-1%,0%,-10%
COCCN1Cc2cccc(C(=O)NCc3ccccc3OC)c2C1=O,-10%,0%,5%,1%,8%,0%
CCNC(=O)Nn1c(C)nnc1C,0%,6%,4%,1%,12%,16%
CCOc1ccc(NC(=O)CCN2CCN(c3ccccc3F)CC2)cc1,x,-23%,6%,0%,u,u
CC(=O)Oc1ccc(C(=O)Nc2cccc(C(=O)c3ccc(C)c(C)c3)c2)cc1,12µM*,11%,6%,3%,u,77%[activator]
CC(=O)Nc1c(C)cc(OCC(=O)O)cc1C,6%,1%,1%,u,-1%,26%
COc1ccc(/C=N/NC(=O)c2cccnc2)cc1CSc1nc2ccccc2s1,11%,1%,-2%,-12%,-10%,-6%
CN(Cc1ccccc1)C(=O)CSc1nc2ccccc2c(=O)n1Cc1ccco1,-11%,2%,1%,7%,u,u
CCC(C)c1ccccc1N1CC(C(=O)Nc2ccc(N3CCOCC3)cc2)CC1=O (configuration not stated),-26%,-6%,x,4%,10%,u
COc1cc(C)c(Cl)cc1S(=O)(=O)n1ccnc1,5%,6%,0%,2%,13%,5%
Cc1ccc2occ(/C=N/NC(=O)c3ccncc3)c(=O)c2c1,10%,-16%,-3%,0%,5%,3.7µM*
COc1ccc(C)cc1-n1nnnc1SCC(=O)NNC(=O)c1ccc([N+](=O)[O-])cc1,3%,-9%,1%,2%,u,-2%
O=C(COC(=O)c1ccc(F)cc1Cl)Nc1cccc(S(=O)(=O)N2CCOCC2)c1,-10%,1%,x,4%,-13%,-14%
CCOC(=O)c1c(C)c(C(=O)NCC2CCCO2)c(C)n1C (configuration not stated),6%,2%,-3%,-4%,1%,u
COc1ccc2ccccc2c1CNC(C)CCc1ccccc1 (configuration not stated),u,1%,1%,3%,u,-105%
Cc1ccccc1C(=O)N1CCC(C(=O)Nc2ccc3c(c2)OCCO3)CC1,x,-25%,0%,-2%,2%,u
CCOC(=O)C1CCCN(C(=O)C2CCN(S(=O)(=O)CC)CC2)C1 (configuration not stated),7%,7%,-2%,-8%,6%,u
Cc1ccc(/C=N\NC(=O)C2CC(=O)N(c3ccccc3)C2)o1 (configuration not stated),92%[activator],-35%,-6%,-4%,-1%,0%
CC(C)c1nnc(SCC(=O)NCc2ccco2)n1C,1%,u,-2%,-5%,-1%,18%
CC1(c2cccc(Br)c2)NC(=O)N(CC(=O)N2CCN(C(=O)c3ccco3)CC2)C1=O (configuration not stated),-10%,u,x,-5%,17%,-30%
COC(=O)C1=C(N)Oc2cc(C)n(C)c(=O)c2C1c1ccc(Cl)c(Cl)c1 (configuration not stated),-10%,0%,6%,-5%,-25%,u
COc1cccc(/C=C2\SC(=S)N(CCCC(=O)N3CCCCC3CCO)C2=O)c1 (configuration not stated),u,-4%,-8%,3%,u,3.7µM*
O=c1[nH]c(CSc2nnc(Cc3ccccc3)o2)nc2ccccc12,26%,-3%,1%,-2%,6%,16%
CC(=O)c1ccc(-c2cccs2)s1,50%[activator],4%,-9%,-4%,10%,22%
Cc1ccc(-n2ncc3c(=O)n(CC(=O)Nc4cccc(Cl)c4)cnc32)cc1C,17%,-31%,2%,4%,-23%,19%
Cc1ccc(CN2C3CCCC2CC(NC(=S)NCc2ccccc2)C3)cc1 (configuration not stated),12µM*,-5%,6%,0%,u,0%
COc1cc2c(cc1OC)C(c1cc3cccc(C)c3[nH]c1=O)N(C(=O)c1ccco1)CC2 (configuration not stated),12µM*,-14%,-7%,x,x,-6%
CC1CCN(c2ccc3nnc(CCC(=O)Nc4cccc(F)c4)n3n2)CC1,u,4%,10%,1%,-5%,u
CN(C)S(=O)(=O)Oc1cccc(C(=O)Nc2ccccc2Cl)c1,66%[activator],11%,-9%,-3%,-9%,16%
Cc1ccc(NC(=O)CSc2ccccn2)cc1S(=O)(=O)N1CCOCC1,-38%[1.15 µM],2%,5%,4%,-9%,2%
COc1ccc(CNC(=O)CCSCc2ccc(C)cc2)cc1,-11%,u,-1%,-2%,0%,0%
C=CCN1N=C(/C=C/c2ccc(C)cc2)CCC1=O,230%[activator],-7%,-3%,8%,13%,70%[activator]
O=C(N/N=C/c1cccnc1)c1cccs1,9%,16%,-9%,-7%,8%,-15%
CN(C(=O)Cn1cc(C#N)c2ccccc21)c1ccccc1,-1%,-12%,3%,-4%,-15%,-4%
CC1Cc2ccccc2N1C(=O)CSc1nnc(NC(=O)Cc2cccs2)s1 (configuration not stated),-13%,-14%,1%,-2%,8%,6%
CCCn1c(SCC(=O)c2ccc3c(c2)NC(=O)CO3)nc2ccccc21,u,40µM*,-6%,-12%,-23%,-27%
COc1cc(/C=C2/C(=O)NN(c3ccc(Cl)cc3)C2=O)cc(Br)c1O,0%,0%,5%,-1%,10%,7%
O=C(CSc1nc(=O)n(CCCN2CCOCC2)c2c1CCCC2)Nc1ccc(F)cc1F,u,-11%,x,6%,15%,u
CC(NS(=O)(=O)c1ccc(Br)cc1)C(=O)NC1CCCCCC1 (configuration not stated),4%,-3%,-7%,6%,24%,u
CSc1nsc(SCc2ccc(F)cc2)n1,12%,6%,-7%,-3%,1%,x
O=C(O)c1ccc(N/N=C/c2ccc3ncccc3c2)cc1,-12%,-2%,-13%,-5%,10%,5%
C(=N\Nc1nc(-c2ccccc2)cs1)/c1ccco1,4%,-7%,0%,-27%,u,-19%
O=C(O)CCCN1C(=O)C2C3CC(C2C1=O)C1C(c2ccccc2)c2sc(=O)n(-c4ccccc4)c2SC31 (configuration not stated),u,-9%,-4%,-10%,12%,u
CC[C@H](C)C(C(=O)N1CCN(C(=O)OC(C)(C)C)CC1)n1cc(C(CC(C)C)NC(=O)OC(C)(C)C)nn1 (some centres not stated),u,-3%,-4%,-4%,11%,2.3µM*
O=C(O)c1ccccc1OCCOc1ccccc1,16%,6%,-1%,-2%,0%,-15%
Cc1ccc(Cn2nnnc2CN2CCC(NC(=O)c3ccccc3F)CC2)cc1,u,11%,2%,1%,6%,u
C/C=C(/C)C(=O)Nc1cccc(C2=NOC3(C2)C[C@H](C(N)=O)N(C(=O)c2ccc(Cl)cc2)C3)c1 (some centres not stated),u,1%,2%,-3%,2%,34%[activator]
O=C1CN(C(=O)c2ccccc2)C(c2ccc(F)cc2)c2cc(Br)ccc2N1 (configuration not stated),u,0%&-1%,2%,2%&-8%,-16%,u

Compound activity as filed in PubChem.
